Growth percent in the NCI-60 one-dose screen (48 h, 10 µM unless noted): 100 = growth as untreated, 0 = no growth, -100 = all killed.
NCI-H23 – NCI-H23 lung cancer | 4% of 80,000 active
NCI-H226 – NCI-H226 lung cancer; 3.5% of 79,000 active; AID 1794732
HCT-15 – HCT-15 colon cancer | 5.2% of 82,000 active | AID 1794746
NCI-H460 – NCI-H460 lung cancer; AID 1794736; 6.8% of 82,000 active
NCI-H522 – NCI-H522 lung cancer; 8% of 78,000 active
NCI-H322M – NCI-H322M lung cancer | 2.7% of 80,000 active
NCI/ADR-RES – NCI/ADR-RES ovarian cells; 4.4% of 81,000 active
HCT-116 – HCT-116 colon cancer | 7.3% of 82,000 active | AID 1794798
COLO 205 – COLO 205 colon cancer | 7.3% of 79,000 active
* hit, by the source's call; . = no result given; & = joins results of further samples. Rule for the calls: active = growth percent below 10; inactive = the rest.

SMILES	NCI-H23	NCI-H226	HCT-15	NCI-H460	NCI-H522	NCI-H322M	NCI/ADR-RES	HCT-116	COLO 205
CCC(C)C1C(=O)N(S(=O)(=O)c2ccc(NC(C)=O)cc2)C=CN1S(=O)(=O)c1ccc(C)cc1 (stereo unspecified)	95	81	84	99	59	98	87	79	99
Cc1c2cc[nH]c(=O)c2c(C)c2c1[nH]c1ccc(OC(=O)c3ccccc3)cc12	24	39	28	1.2*	27	41	28	23	30
N#Cc1ccc(C(c2c[nH]c3ccc(Cl)cc3c2=O)n2ccnc2)cc1 (stereo unspecified)	98	89	102	101	92	68	104	104	106
CC(C)(C)c1cc(NC(=O)Cc2ccc(Nc3ncnc4[nH]ccc34)cc2)no1	89	46	50	83	49	90	103	75	77
CN1CCc2c(Sc3ccc(C(=O)NO)cc3)c3ccccc3n2C1	.	62	76	40	.	68	75	3.8*	.
COc1cc2c3c(n(CCCCNCCCn4c5c(c6cc(OC)c(OC)cc6c4=O)C(=O)c4cc6c(cc4-5)OCO6)c(=O)c2cc1OC)-c1cc2c(cc1C3=O)OCO2	95	106	100	106	87	90	99	94	103
Clc1cc(Cl)cc(N2N=C(c3cccc(Nc4ccncc4)c3)CC2c2ccc3c(c2)OCO3)c1 (stereo unspecified)	80	84	-67*	-90*	-5.9*	68	67	65	-48*
CC1=C(c2cc(-c3ccccc3O)[nH]c(=S)n2)C(c2ccccc2)NC(=S)N1 (stereo unspecified)	99	99	103	99	83	101	101	96	105
O/N=C(/c1ccccc1)c1ccc2c3c(cccc13)CC2	95&97	100	77&85	97&88	90&88	102&106	89&93	92&84	103&117
CCC1(c2ccccc2)C(=O)Nc2ccc(-c3ccccc3)cc21 (stereo unspecified)	89	95	79	90	70	.	80	72	94
N#C/C(=C\c1cc(Cl)cc(Cl)c1O)C(/C(C#N)=C/c1cc(Cl)cc(Cl)c1O)c1ccc2c(c1)OCO2 (stereo unspecified)	100	89	98	107	81	89	107	98	113
COc1cc(-c2c(-c3ccccc3)c[nH]c2C(=O)NCCO)cc(OC)c1OC	103	94	103	103	97	101	108	97	105
C[C@@H]1CC[C@]2(C)[C@H](CCC(=O)[C@H]2C)[C@@]1(C)CCc1ccoc1	101	99	97	111	88	94	108	96	110
N#Cc1c(-c2cccs2)cc(-c2ccc(Br)s2)[nH]c1=O	92	.	104	109	97	99	94	107	.
CC(=O)N1C(=O)C2(NCC(C)N2)c2ccccc21 (stereo unspecified)	95	97	103	108	104	.	84	107	100
COC(=O)[C@]12CCC(C)(C)C[C@H]1[C@H]1/C(=N/OCCc3nn[nH]n3)C[C@@H]3[C@@]4(C)CC[C@H](OC(C)=O)C(C)(C)[C@@H]4CC[C@@]3(C)[C@]1(C)CC2	28	33	33	9.6*	38	65	30	25	41
CCO/C=C/C(=O)OCC	110	101	116	109	78	90	114	101	110
CCOC(=O)/C(=C\c1ccc(-c2ccccc2)cc1)C(C)=O	100	101	94	103	88	97	103	103	104
COc1cnc2c(c1)C(=O)c1c-2n(CCCN2CCC(O)CC2)c(=O)c2cc(F)ccc12	-20*	-84*	7.5*	-44*	.	-4.0*	0.1*	-72*	-11*
O=C(N=Nc1c(O)[nH]c2c(Br)cc(Br)cc12)Nc1ccc(Cl)cc1	86	86	64	83	69	92	71	62	100
COc1cc(-c2nn(-c3ccc(C)cc3)cc2CO)ccc1O	83	98	96	102	88	84	96	96	97
O=C1/C(=C/C=C/c2ccccc2)SC(=Nc2ccccc2)N1Cc1nc2ccccc2[nH]1	97	97	101	92	87	116	96	83	101
O=C(CN1C(=O)NC(c2ccccc2)(c2ccccc2)C1=O)c1ccc(N2CCN(c3ccc(Cl)cc3)CC2)cc1	88	72	83	98	86	107	90	90	104
C#CCOc1ccc(/C=N/Nc2nc(-c3ccc(Cl)cc3)cs2)cc1OC	.	56	46	68	48	89	46	48	55
COc1ccc(N2CCN(C(=O)C(C)c3ccc(NS(=O)(=O)c4ccccc4)cc3)CC2)cc1 (stereo unspecified)	103	85	100	103	85	99	92	96	111
COC1C(C)OCOC2COCOC21 (stereo unspecified)	105	90	100	101	103	99	108	103	103
O=C(Nc1ccc(OCc2nnc(-c3ccccc3)o2)c(F)c1)c1ccc(Cl)c(Cl)c1	89	84	77	87	80	98	88	67	97
O=C(O[C@@H]1Cc2c(O)cc(O)cc2O[C@@H]1c1cc(O)c2c(c1)OCO2)c1cc(O)c2c(c1)OCO2	93	86	104	102	81	105	103	88	98
C=CCNc1nc(NN2C(=O)c3cccc4cccc(c34)C2=O)nc(N2CCOCC2)n1	100	98	99	101	95	88	105	96	113
C#C[C@@]1(O)[C@@H](CO)O[C@@H](n2cnc3c(-c4ccc(F)cc4)ncnc32)[C@@H]1O	95	103	98	108	91	103	103	92	116
C/C(=C(/C)C1CC1CCNS(=O)(=O)c1ccc(C)cc1)c1ccc(C(C)(C)C)cc1 (stereo unspecified)	64	68	82	86	69	92	84	65	104
COc1ccc(C(=O)NC(=O)Nc2ccc3c(c2)NC(=O)/C3=C\c2[nH]c(C)c(C(=O)O)c2C)c(F)c1	49	67	48	70	38	45	74	60	89
Nc1ncc(-c2ccc(NS(=O)(=O)c3ccc(F)c(Cl)c3)cc2)[nH]1	94	82	98	93	87	88	99	98	115
CC(=O)Nc1cc2c(cc1[N+](=O)[O-])-c1ccc([N+](=O)[O-])cc1C2	87	80	98	88	63	90	92	54	100
Oc1ccc(CCC2CCNCC2)cc1	100	100	101	101	98	110	104	97	109
CCN(CC)CCC(CNc1ccnc2cc(Cl)ccc12)c1ccc(O)cc1 (stereo unspecified)	91	102	109	54	98	73	100	50	71
N#CCc1nc2c(-c3nc4ccccc4s3)c(Nc3ccccc3)sc2c(=O)[nH]1	95	90	89	98	94	110	100	85	103
Cn1c2c(c3ccccc31)CCN1C[C@@H]3CCCC[C@H]3C[C@@H]21	14	32	9.1*	0.7*	6.3*	6.3*	-36*	-10*	-59*
CCn1c(SCc2ccccc2)nnc1-c1nn(-c2ccc(Cl)cc2Cl)c(-c2ccc(Cl)cc2)c1C	52	60	45	64	62	76	65	40	78
COc1ccc(C2CC(c3ccc4ccccc4c3)=NN2/C=C2\SC(=S)N(NC(=O)Cc3ccccc3Nc3c(Cl)cccc3Cl)C2=O)cc1 (stereo unspecified)	40	46	19	9.4*	-15*	43	9.4*	19	56
CCOC(=O)c1nc2c3ccccc3cnn2c1C(=O)c1ccc(-c2ccccc2)cc1	88	85	100	99	69	86	92	87	104
Cc1ccc(Nc2ncnc3c2cnn3-c2cccc(Br)c2)cc1	95	84	101	105	84	99	101	96	99
NC(=O)c1nn(-c2ccccc2)nc1N1CCCCC1	100	109	105	108	94	99	110	103	118
Cc1ccc(Cl)c(NC(=S)NCc2cccnc2)c1	95	98	100	108	80	95	98	103	111
CC(=O)c1ccc2ncccc2c1	94	106	101	109	89	108	101	113	121
CC(C)(C)[Si](O[C@@H]1C(=O)C=CN[C@@H]1/C=C/c1ccccc1)(c1ccccc1)c1ccccc1	66	77	72	80	67	86	71	43	74
CC(=O)Oc1ccc(/C=N/NC(N)=S)nc1	38	32	92	96	75	93	42	70	93
COc1ccc(N2CCC(=O)NC2=S)cc1	96	99	102	104	89	112	98	105	106
COc1ccc(C2=Nc3c(N)nc(N)nc3NC(c3sc(Cl)nc3Cl)C2)cc1 (stereo unspecified)	105	90	69	108	77	95	.	84	101
Oc1ccc2c(O)cccc2c1	98	107	108	106	84	.	105	104	121
O=c1[nH]nc(-c2cc(Cl)ccc2NCc2ccccc2)c(=O)[nH]1	86	.	100	100	94	87	91	89	116
CCCCN1CCN(c2ccc3nc(-c4ccc5nc(-c6ccc(OCC)cc6)[nH]c5c4)[nH]c3c2)CC1	64	.	17	76	69	82	88	21	.
COc1ccc(/C=C/C(=O)c2ccccc2)cc1	87&99	107&89	89&95	86&102	82&72	100&100	86&102	53&82	107&102
NS(=O)(=O)c1cccc(NC(=O)CSc2ccc(-c3ccccc3)nn2)c1	100	88	117	103	81	109	111	101	114
CCc1ccccc1-n1c(=O)c(C#N)c(-c2ccc(O)cc2)c2c(=N)n(-c3ccc(OC)cc3)cnc21	101	104	104	116	110	103	109	99	139
CCOc1ccc(Cc2nccc3cc(OCC)c(OCC)cc23)cc1OCC	34	73	60	48	56	67	65	27	76
CCN(c1ccc(C(=O)O)cn1)c1cc2c(cc1C)C(C)(C)CCC2(C)C	94	81	94	102	65	108	95	82	103
O=C(O)c1ccc(-c2nn(-c3ccc(C(=O)O)cc3)cc2CNc2ccc(F)c(F)c2)cc1	104	106	99	100	98	89	101	88	117
CCOC(=S)SCc1cc(=O)oc2ccc(C)cc12	91	96	63	102	66	100	100	78	104
O=C1NC(=Nc2ccc(S(=O)(=O)Nc3ncccn3)cc2)S/C1=C\c1coc2ccccc2c1=O	113	103	95	108	105	117	105	101	117
Carrying on.
SMILES	NCI-H23	NCI-H226	HCT-15	NCI-H460	NCI-H522	NCI-H322M	NCI/ADR-RES	HCT-116	COLO 205
O=[N+]([O-])c1ccc(N/N=C/c2ccc3c(c2)OCO3)nc1	101	104	99	115	87	111	105	97	102
Cc1ccc(NC(=O)c2cccc([N+](=O)[O-])c2)cc1	95	91	102	99	101	111	100	88	101
Nc1cccc(N)n1	96	101	97	105	97	97	96	107	101
COc1ccc(/C=C/C=C\C(=O)c2ccc(N3CCOCC3)cc2)cc1	83	74	91	92	68	95	88	105	100
O=C(O)c1ccc(OCCOc2ccc([N+](=O)[O-])cc2)c(Cl)c1	98	99	101	105	85	101	102	.	105
COc1cc(-c2ccc(/C=N/NC(=O)c3[nH]c4ccc(Br)cc4c3-c3ccccc3)s2)cc(OC)c1OC	68	54	66	76	83	90	72	68	108
OC(c1cc(C(F)(F)F)nc2c(C(F)(F)F)cccc12)C1CCCCN1 (stereo unspecified)	78	73	77	14	-4.3*	65	51	45	29
N#Cc1c(N)n2c(nc1=Nc1ccc(Cl)cc1)sc1cc(Cl)c(Cl)cc12	81	83	92	93	77	105	94	93	121
CN1CCN(C(=O)[C@]23CCC(C)(C)C[C@H]2C2=CC[C@@H]4[C@@]5(C)C/C(=C/c6ccncc6)C(=O)C(C)(C)[C@@H]5CC[C@@]4(C)[C@]2(C)CC3)CC1	72	69	36	33	56	88	56	16	42
OC(Cc1cnc2ccccc2c1)(c1ccccc1)c1ccccc1	97	86	94	106	70	111	90	84	103
Cc1nc2ncccc2nc1Nc1ccc(S(=O)(=O)Nc2cncs2)cc1	85	92	115	97	103	101	98	98	99
CC1(C)CC(=O)C2=C(C1)N(c1ccc(OC(F)(F)F)cc1)C(N)=C(C#N)C2c1ccc([N+](=O)[O-])cc1 (stereo unspecified)	89	91	90	96	74	96	90	81	97
COc1ccc(S(=O)(=O)n2c3ccccc3n3ncc(-c4nnc(C)o4)c23)cc1	32	56	20	14	31	49	-25*	18	7.0*
NS(=O)(=O)c1ccc(Nc2nc(-c3ccccn3)cs2)cc1	94	104	146	108	98	128	118	100	125
N=C(N)c1ccc(N=NNc2ccc(C(=N)N)cc2)cc1 (tested in a mixture with another compound)	71	91	99	88	.	.	98	98	88
COc1ccc(OC)c(NC(=O)[C@@H]2CCC(=O)N2)c1	100	.	102	106	74	103	104	97	106
COC(=O)[C@@H](NC(=O)c1cccc(-c2cc(=O)c3c(OC)c(OC)c(OC)cc3o2)c1)C(C)C	101	100	86	100	97	89	98	102	114
CCOC(=O)C1=NC(Cc2c[nH]c3ccccc23)C(=O)N(c2ccccc2)N1 (stereo unspecified)	106	98	101	116	104	100	100	99	115
Cc1ccc(CSc2nc(-c3ccc(Cl)cc3)c(C#N)c(N3CCNCC3)n2)cc1	.	90	76	89	95	89	94	67	109
CC(=O)NC(CCc1ccc(Cl)c(Cl)c1)c1cccc(O)c(=O)c1 (stereo unspecified)	22	-14*	30	3.7*	16	5.0*	.	16	17

Individual results from the entries so far.
NC(=O)c1nn(-c2ccccc2)nc1N1CCCCC1 in COLO 205 is entered as 118
COC1C(C)OCOC2COCOC21 (stereo unspecified) in HCT-116 is entered as 103
O=C1NC(=Nc2ccc(S(=O)(=O)Nc3ncccn3)cc2)S/C1=C\c1coc2ccccc2c1=O in NCI/ADR-RES is entered as 105

Molecules listed so far that contain two or more sulfur atoms, in the order listed:
SMILES	NCI-H23	NCI-H226	HCT-15	NCI-H460	NCI-H522	NCI-H322M	NCI/ADR-RES	HCT-116	COLO 205
CCC(C)C1C(=O)N(S(=O)(=O)c2ccc(NC(C)=O)cc2)C=CN1S(=O)(=O)c1ccc(C)cc1 (stereo unspecified)	95	81	84	99	59	98	87	79	99
CC1=C(c2cc(-c3ccccc3O)[nH]c(=S)n2)C(c2ccccc2)NC(=S)N1 (stereo unspecified)	99	99	103	99	83	101	101	96	105
N#Cc1c(-c2cccs2)cc(-c2ccc(Br)s2)[nH]c1=O	92	.	104	109	97	99	94	107	.
N#CCc1nc2c(-c3nc4ccccc4s3)c(Nc3ccccc3)sc2c(=O)[nH]1	95	90	89	98	94	110	100	85	103
COc1ccc(C2CC(c3ccc4ccccc4c3)=NN2/C=C2\SC(=S)N(NC(=O)Cc3ccccc3Nc3c(Cl)cccc3Cl)C2=O)cc1 (stereo unspecified)	40	46	19	9.4*	-15*	43	9.4*	19	56
NS(=O)(=O)c1cccc(NC(=O)CSc2ccc(-c3ccccc3)nn2)c1	100	88	117	103	81	109	111	101	114
CCOC(=S)SCc1cc(=O)oc2ccc(C)cc12	91	96	63	102	66	100	100	78	104
O=C1NC(=Nc2ccc(S(=O)(=O)Nc3ncccn3)cc2)S/C1=C\c1coc2ccccc2c1=O	113	103	95	108	105	117	105	101	117
Cc1nc2ncccc2nc1Nc1ccc(S(=O)(=O)Nc2cncs2)cc1	85	92	115	97	103	101	98	98	99
NS(=O)(=O)c1ccc(Nc2nc(-c3ccccn3)cs2)cc1	94	104	146	108	98	128	118	100	125

Assay outcomes deposited in PubChem BioAssay by NCI.

Random draw from the library. About 12% of those tested had a hit in this group.
